Assay outcomes (PubChem BioAssay)
MC4R ag barr – MC4R agonists recruiting beta-arrestin, primary screen, cell-based, luminescence, agonist arm of biased-ligand search; activation, % at 8.9 µM; actives 0.98% (n = 360,000); Melanocortin receptor 4 (Homo sapiens), P32245; U2OS MC4R beta-arrestin complementation; percent of melanotan II response, DMSO zero;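 active means activation above a per-plate cutoff, the mean activation of sample wells on that plate plus 3 SD, cut at about 8% in these data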
Target sequence (P32245 whole entry, looked up): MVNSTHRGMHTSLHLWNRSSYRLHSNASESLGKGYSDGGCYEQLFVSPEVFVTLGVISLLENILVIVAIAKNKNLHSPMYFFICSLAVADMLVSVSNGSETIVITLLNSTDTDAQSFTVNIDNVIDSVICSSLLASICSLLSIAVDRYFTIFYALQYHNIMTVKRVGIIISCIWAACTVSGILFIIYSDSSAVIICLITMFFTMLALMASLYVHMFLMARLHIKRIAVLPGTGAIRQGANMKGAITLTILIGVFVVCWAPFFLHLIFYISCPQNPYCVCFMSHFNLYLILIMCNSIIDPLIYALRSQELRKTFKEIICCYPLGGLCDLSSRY
Cardio protect – cardioprotection against H2O2-induced cell death, primary screen, uHTS, H9c2 cells, ATPLite luminescence; H9c2 cardiomyocytes, H2O2 injury protection, 2 h; protection from H2O2 cell death, % at 20 µM; actives 0.63% (n = 360,000); AID 588492, 2011;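 active means compounds giving at least 50% protection of heart cells from peroxide-induced death in the single-dose screen, raw or plate-pattern-corrected value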;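 further: 0% = DMSO wells with peroxide and 100% = DMSO wells without peroxide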
SRC2 inh – inhibition of GAL4-SRC2 driven luciferase reporter, primary screen, SRC2 inhibitor project, cell-based, luminescence | Nuclear receptor coactivator 2 (Homo sapiens), Q15596 | HEK293 GAL4-SRC2 luciferase reporter | inhibition, % at 9 µM | actives 0.17% (n = 370,000);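 active means inhibition above the mean inhibition of all tested compounds plus 3 SD, set per campaign, cut at about 52% in these data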;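 further: 0% = DMSO treated cells and 100% = cells given Gossypol at 36 µM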
Glyco luc inh – increase of ERlucT glycosylation luciferase signal, primary screen, N-linked glycosylation inhibitor project, D54 ERlucT cells, luminescence, set 2; reporter increase, % at 12.5 µM; AID 588692, 2011; actives 0.23% (n = 360,000); D54 ERlucT glycosylation luciferase reporter, 24 h; percent of 100 nM tunicamycin response;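 active means mean luciferase reporter signal, scaled so untreated is 0 and the glycosylation-blocking control 100, at or above a set limit in every replicate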;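 further: luciferase carries N-glycosylation sites so blocking glycosylation raises the light; 0% = median of neutral control wells and 100% = median of 100 nM tunicamycin wells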
ABCB6 inh 2 – ABCB6 transporter inhibitors, primary screen, K562-ABCB6 cells, flow cytometry, MLPCN library; ATP-binding cassette sub-family B member 6 (Homo sapiens), Q9NP58; K562-ABCB6 porphyrin accumulation, 1 h; stronger effect = lower value; fluorescence ratio to DMSO, % at 10 µM; actives 0.19% (n = 360,000); AID 602162, 2011;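 active means fluorescence ratio to DMSO below 75%, the collection mean minus 3 SD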;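 further: signal is porphyrin accumulated inside mitochondria; 100% equals median channel fluorescence of DMSO control wells; lower ratio means ABCB6 inhibition with less porphyrin fluorescence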
NOD2-RIPK2 inh – NOD2-RIPK2 binding disruptors in cells, primary screen, fluorescence, CHO cells, BLA complementation. Receptor-interacting serine/threonine-protein kinase 2 (Homo sapiens), O43353. CCF4 ratio. inhibition, % at 4.98 µM. actives 0.38% (n = 360,000). AID 624267, 2012; in the data active means inhibition above about 21%;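 further: 0% = vehicle only and 100% = reference blocker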
Target sequence (O43353 whole entry, looked up): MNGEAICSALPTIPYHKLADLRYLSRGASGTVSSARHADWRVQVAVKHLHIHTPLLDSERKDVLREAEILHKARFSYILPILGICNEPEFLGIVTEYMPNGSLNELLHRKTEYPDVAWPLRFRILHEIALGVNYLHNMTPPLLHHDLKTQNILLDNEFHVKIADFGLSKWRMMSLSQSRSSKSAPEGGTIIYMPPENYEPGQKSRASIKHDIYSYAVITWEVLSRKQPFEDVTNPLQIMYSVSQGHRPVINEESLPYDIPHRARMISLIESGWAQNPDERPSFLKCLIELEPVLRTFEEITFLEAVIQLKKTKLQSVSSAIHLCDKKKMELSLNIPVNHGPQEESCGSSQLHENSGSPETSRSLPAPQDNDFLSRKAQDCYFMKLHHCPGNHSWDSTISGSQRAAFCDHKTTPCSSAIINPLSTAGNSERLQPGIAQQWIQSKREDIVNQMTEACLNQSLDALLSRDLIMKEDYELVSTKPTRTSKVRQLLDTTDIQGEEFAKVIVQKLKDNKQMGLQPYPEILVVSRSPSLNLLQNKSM
m5-HT2A agonist – mouse Htr2a agonists via beta-arrestin recruitment, primary screen, cell-based, luminescence; 5-hydroxytryptamine receptor 2A (Mus musculus), P35363; CHO-K1 mHTR2A beta-arrestin complementation; percent of 30 µM serotonin response; activation, % at 7.6 µM; actives 0.66% (n = 360,000); AID 624169, 2012;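 active means activation above a run cutoff, the mean activation of all tested compounds plus 3 SD, cut at about 14% in these data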;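 further: 0% = plate median of compound wells and 100% = 30 µM serotonin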
TLR9-MyD88 block – inhibitors of TLR9-MyD88 association in cells, primary screen, cell-based, CHO, BLA complementation, fluorescence; actives 0.21% (n = 340,000); Toll-like receptor 9 (Homo sapiens) + Myeloid differentiation primary response protein …; inhibition, % at 4.98 µM; CCF4 FRET ratio;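 active means inhibition above the mean over all tested compounds plus 3 SD, cut at about 21% in these data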;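 further: 0% = DMSO only wells and 100% = clavulanate BLA inhibitor control wells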
ABHD5-PLIN5 inh – ABHD5-PLIN5 interaction inhibitors, primary screen, cell lysate, split luciferase complementation, luminescence; Perilipin-5 (Homo sapiens) + 1-acylglycerol-3-phosphate O-acyltransferase ABHD5 (Homo …; AID 602281, 2012; inhibition, % at 4 µM; Split G. princeps luciferase complementation, 4 h; actives 0.78% (n = 360,000);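 active means inhibition above the mean inhibition across every tested compound plus 3 SD, cut at about 22% in these data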;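 further: 0% = DMSO only wells and the 100% control is not disclosed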
MC4R antagonist – MC4R antagonists of cAMP signaling, primary screen, cell-based, TR-FRET, antagonist arm of biased-ligand search. actives 0.48% (n = 360,000). Melanocortin receptor 4 (Homo sapiens), P32245. inhibition, % at 6.5 µM. MC4R-expressing cells, MTII-stimulated cAMP, LANCE TR-FRET;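 active means inhibition above its plate's cutoff, the mean of tested wells on that plate plus 3 SD, cut at about 29% in these data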;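 further: 0% = Melanotan II alone and 100% = Melanotan II plus saturating MCL0020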
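Material: U2OS-MC4R stable cell line | Reagent: Melanotan II challenge after compound preincubation | Doses: One concentration, 6.5 µM nominal | Incubation: 30-min compound preincubation, 1-h Melanotan II challenge, 1-h detection, room temperature | Signal: TR-FRET cAMP assay | Replicates: One well per compound, no replicates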
The depositor's hits bear a star.

For CCOC(=O)CSc1nc(N)c(C#N)c(CC(C)C)c1C#N the results were MC4R ag barr 1.1, Cardio protect -5.5, SRC2 inh -10.6, Glyco luc inh 1.4, ABCB6 inh 2 100.0, NOD2-RIPK2 inh 0.6, m5-HT2A agonist 0.7, TLR9-MyD88 block -15.3, ABHD5-PLIN5 inh -8.2 and MC4R antagonist 7.5.
COc1ccc(OC)c2[nH]c(C(=O)N/N=C/c3ccccc3O)cc12 was read as MC4R ag barr -2.3, Cardio protect 38.8, SRC2 inh 31.9, Glyco luc inh -2.5, ABCB6 inh 2 95.0, NOD2-RIPK2 inh 13.3, m5-HT2A agonist -1.1, TLR9-MyD88 block 8.3, ABHD5-PLIN5 inh 1.4 and MC4R antagonist -16.0.
For O=C1c2ccc([N+](=O)[O-])cc2C(=O)N1CNc1ccccn1 the results were MC4R ag barr 0.1, Cardio protect -2.7, SRC2 inh -30.7, Glyco luc inh 2.6, ABCB6 inh 2 102.0, NOD2-RIPK2 inh 7.0, m5-HT2A agonist -1.5, TLR9-MyD88 block -8.7, ABHD5-PLIN5 inh -3.9 and MC4R antagonist 22.8.
`COc1ccc(-c2cc(-c3ccc(OC)cc3)nc(-c3ccc4c(c3)NC(=O)CO4)c2)cc1` gave MC4R ag barr 3.8, Cardio protect 0.8, SRC2 inh 16.2, Glyco luc inh 3.6, ABCB6 inh 2 85.0, NOD2-RIPK2 inh 0.7, m5-HT2A agonist 3.0, TLR9-MyD88 block -4.4, ABHD5-PLIN5 inh -2.0 and MC4R antagonist 3.6.
`CCCNC(=O)c1ccc(N2CCC3(CC2)CC(c2ccccc2)=NO3)c(NC(=O)c2ccc(Br)cc2)c1` gave MC4R ag barr -0.2, Cardio protect 20.4, SRC2 inh -15.3, Glyco luc inh -6.2, ABCB6 inh 2 92.0, NOD2-RIPK2 inh -1.6, m5-HT2A agonist -1.2, TLR9-MyD88 block 1.6, ABHD5-PLIN5 inh -13.6 and MC4R antagonist 7.3.
Screening N#Cc1cc(-c2ccccc2)c[nH]c1=O returned MC4R ag barr -0.1, Cardio protect 3.0, SRC2 inh 14.1, Glyco luc inh 1.8, ABCB6 inh 2 98.0, NOD2-RIPK2 inh -14.5, m5-HT2A agonist -1.8, TLR9-MyD88 block -4.7, ABHD5-PLIN5 inh -9.6 and MC4R antagonist 9.8.
`CCO[C@H]1OC(C(=O)NCc2ccccc2)=C[C@@H](c2coc3ccccc3c2=O)[C@@H]1CCCO` gave MC4R ag barr -3.1, Cardio protect -5.5, SRC2 inh -5.9, Glyco luc inh 0.0, ABCB6 inh 2 102.0, NOD2-RIPK2 inh -6.5, m5-HT2A agonist -3.4, TLR9-MyD88 block -2.9, ABHD5-PLIN5 inh 5.2 and MC4R antagonist 3.5.
Screening O=[N+]([O-])c1ccccc1NS(=O)(=O)c1ccccc1 returned MC4R ag barr -3.4, Cardio protect 5.4, SRC2 inh 15.0, Glyco luc inh 0.2, ABCB6 inh 2 100.0, NOD2-RIPK2 inh -15.4, m5-HT2A agonist -4.9, TLR9-MyD88 block 0.1, ABHD5-PLIN5 inh 4.6 and MC4R antagonist -2.6.
For Cc1ccccc1N=Cc1ccc[nH]1 the results were MC4R ag barr -0.7, Cardio protect -1.8, SRC2 inh -15.0, Glyco luc inh 0.9, ABCB6 inh 2 103.0, NOD2-RIPK2 inh 0.7, m5-HT2A agonist 0.7, TLR9-MyD88 block -0.3, ABHD5-PLIN5 inh 2.0 and MC4R antagonist 1.6.
Screening NC(=O)c1ccsc1NC(=O)CSc1nnc(Nc2ccccc2)s1 returned MC4R ag barr -1.1, Cardio protect -3.3, SRC2 inh -6.6, Glyco luc inh 2.7, ABCB6 inh 2 97.0, NOD2-RIPK2 inh -7.3, m5-HT2A agonist -3.8, TLR9-MyD88 block -6.0, ABHD5-PLIN5 inh 7.7 and MC4R antagonist 24.7.
O=C(O)c1cc(-c2ccc(/C=C3\NC(=O)N(c4ccc(Cl)cc4)C3=O)o2)ccc1Cl was read as MC4R ag barr -1.4, Cardio protect -0.7, SRC2 inh 19.9, Glyco luc inh -0.7, ABCB6 inh 2 103.0, NOD2-RIPK2 inh -14.4, m5-HT2A agonist -1.9, TLR9-MyD88 block -1.2, ABHD5-PLIN5 inh 6.0 and MC4R antagonist -3.9.
For Cc1ccc(NC(=O)c2ccc(-c3cc(Cl)ccc3Cl)o2)c(C)c1 the results were MC4R ag barr 2.4, Cardio protect -29.7, SRC2 inh -43.5, Glyco luc inh 2.0, ABCB6 inh 2 100.0, NOD2-RIPK2 inh 0.0, m5-HT2A agonist 2.9, ABHD5-PLIN5 inh 0.2 and MC4R antagonist 14.0.
For CCCCc1cc(=O)oc2cc(C)cc(OCC(=O)O)c12 the results were MC4R ag barr 1.1, Cardio protect 0.3, SRC2 inh -1.0, Glyco luc inh 1.0, ABCB6 inh 2 90.0, NOD2-RIPK2 inh 1.3, m5-HT2A agonist -0.9, TLR9-MyD88 block 2.3, ABHD5-PLIN5 inh -3.9 and MC4R antagonist 1.9.
Screening CCOc1ccc(S(=O)(=O)N2CCCC(C(=O)N3CCCC3)C2)cc1 (configuration not stated) returned MC4R ag barr -1.2, Cardio protect -1.5, SRC2 inh 12.1, Glyco luc inh -0.7, ABCB6 inh 2 95.0, NOD2-RIPK2 inh -4.0, m5-HT2A agonist 2.3, TLR9-MyD88 block -2.5, ABHD5-PLIN5 inh 2.8 and MC4R antagonist 1.1.
For CC(OC(=O)c1nsc(Cl)c1Cl)C(=O)NCCc1ccccc1 (configuration not stated) the results were MC4R ag barr -0.6, Cardio protect -0.8, SRC2 inh -0.8, Glyco luc inh 0.6, ABCB6 inh 2 96.0, NOD2-RIPK2 inh -7.8, m5-HT2A agonist 3.5, TLR9-MyD88 block -1.2, ABHD5-PLIN5 inh 7.1 and MC4R antagonist 5.8.
N#Cc1c(-c2ccc(Cl)cc2)cc(-c2ccccc2)nc1SCC(=O)O was read as MC4R ag barr 2.2, Cardio protect -2.5, SRC2 inh -30.2, Glyco luc inh 2.0, ABCB6 inh 2 101.0, NOD2-RIPK2 inh 0.4, m5-HT2A agonist 0.4, TLR9-MyD88 block -2.7, ABHD5-PLIN5 inh 4.1 and MC4R antagonist 13.4.
`Cc1ccccc1OCC(=O)Nc1ccccc1CO` gave MC4R ag barr -1.8, Cardio protect -7.1, SRC2 inh -20.6, Glyco luc inh -0.3, ABCB6 inh 2 83.0, NOD2-RIPK2 inh 2.0, m5-HT2A agonist 1.9, TLR9-MyD88 block -1.0, ABHD5-PLIN5 inh -3.2 and MC4R antagonist -0.1.
For CC(=O)Nc1ccc2c3c(cccc13)C(=O)N(c1ccccc1)C2=O the results were MC4R ag barr -0.4, Cardio protect -2.9, SRC2 inh -16.4, Glyco luc inh -0.7, ABCB6 inh 2 95.0, NOD2-RIPK2 inh 1.3, m5-HT2A agonist -3.1, TLR9-MyD88 block 1.9, ABHD5-PLIN5 inh 2.0 and MC4R antagonist 9.9.
Screening Cc1cc(C)n(C(=O)CNC(=O)c2cccc(Cl)c2)n1 returned MC4R ag barr 1.4, Cardio protect 0.3, SRC2 inh -1.4, Glyco luc inh -0.1, ABCB6 inh 2 97.0, NOD2-RIPK2 inh -1.5, m5-HT2A agonist -2.6, TLR9-MyD88 block 2.9, ABHD5-PLIN5 inh -0.6 and MC4R antagonist 12.7.
For CCN(CC)C(=O)CC(c1ccc2c(c1)OCO2)c1c(OC)cc(OC)c2ccc(=O)oc12 (configuration not stated) the results were MC4R ag barr -1.3, Cardio protect 23.5, SRC2 inh -19.6, Glyco luc inh -1.8, ABCB6 inh 2 89.0, NOD2-RIPK2 inh -11.2, m5-HT2A agonist 3.2, TLR9-MyD88 block -3.2, ABHD5-PLIN5 inh -2.6 and MC4R antagonist 7.7.
For Cc1nc2c3cnn(-c4ccccc4)c3ncn2n1 the results were MC4R ag barr 0.8, Cardio protect 23.3, SRC2 inh -15.2, Glyco luc inh 1.5, NOD2-RIPK2 inh -1.2, m5-HT2A agonist -2.1, TLR9-MyD88 block -0.5, ABHD5-PLIN5 inh -0.2 and MC4R antagonist 3.0.
Screening CCCCn1nnnc1C1(C)CCC(=O)N1CCCN1CCOCC1 (configuration not stated) returned SRC2 inh -11.6, ABCB6 inh 2 100.0, NOD2-RIPK2 inh -7.5, m5-HT2A agonist 1.1 and ABHD5-PLIN5 inh -0.3.
`CCOC(=O)c1[nH]c(C)c(/C(O)=C2\C(=O)C(=O)N(CCN(C)C)C2c2ccncc2)c1C` (configuration not stated) gave MC4R ag barr 2.4, Cardio protect -5.6, SRC2 inh -9.4, Glyco luc inh 2.3, ABCB6 inh 2 96.0, NOD2-RIPK2 inh -6.1, m5-HT2A agonist 4.9, TLR9-MyD88 block -7.9, ABHD5-PLIN5 inh 13.0 and MC4R antagonist -0.1.
COc1ccc(C(=O)NC2CC(C)(C)Cc3occc32)cc1 (configuration not stated) was read as MC4R ag barr 0.3, Cardio protect -1.5, SRC2 inh 7.4, Glyco luc inh 4.4, ABCB6 inh 2 92.0, NOD2-RIPK2 inh -0.3, m5-HT2A agonist 0.5, TLR9-MyD88 block -2.5, ABHD5-PLIN5 inh 3.4 and MC4R antagonist 8.9.

Two records picked at random from those above, as already listed:
For Cc1nc2c3cnn(-c4ccccc4)c3ncn2n1 the results were MC4R ag barr 0.8, Cardio protect 23.3, SRC2 inh -15.2, Glyco luc inh 1.5, NOD2-RIPK2 inh -1.2, m5-HT2A agonist -2.1, TLR9-MyD88 block -0.5, ABHD5-PLIN5 inh -0.2 and MC4R antagonist 3.0.
For CC(=O)Nc1ccc2c3c(cccc13)C(=O)N(c1ccccc1)C2=O the results were MC4R ag barr -0.4, Cardio protect -2.9, SRC2 inh -16.4, Glyco luc inh -0.7, ABCB6 inh 2 95.0, NOD2-RIPK2 inh 1.3, m5-HT2A agonist -3.1, TLR9-MyD88 block 1.9, ABHD5-PLIN5 inh 2.0 and MC4R antagonist 9.9.

Only part of the results is shown (hit frequency here may not be typical).
